PNC assembly inh: High Content Assay for Compounds that inhibit the Assembly of the Perinucleolar Compartment. activity change (PNC), negative = inhibition, % at 10 µM. PC3M PTB-GFP, PNC prevalence imaging, 16 h; stronger effect = lower value. 140,000 compounds, 3.1% hits. AID 2417, 2010;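 active means readout at or below -70, meaning at least 70% loss of cells showing the perinucleolar compartment, a nuclear body marking cancer cells; inconclusive means readout between -30 and a set limit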;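 further: plate controls were DMSO wells for no effect and camptothecin positive control wells for full effect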
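Compounds are pinned in duplicate onto adhered PC3M cells stably expressing GFP-tagged PTB and incubated 16 h at 37 C. Cells are then fixed, nuclei stained with Hoechst, and PNC-positive cells counted.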
ALOX15B inhib: qHTS Assay for Inhibitors of 15-hLO-2 (15-human lipoxygenase 2). purified 15hLO-2, xylenol orange hydroperoxide absorbance. 110,000 compounds, 0.56% hits. Polyunsaturated fatty acid lipoxygenase ALOX15B (Homo sapiens), O15296. Potency, µM (doses to about 57.1 µM), inactives show at the highest dose activity change, negative = inhibition, usual class: inhibitors; further: potency means the concentration at half of the fitted maximal effect; nearly all actives have a fitted effect of over 60% in size; many of its hits are not listed in these tables
Target sequence (O15296 whole entry, looked up): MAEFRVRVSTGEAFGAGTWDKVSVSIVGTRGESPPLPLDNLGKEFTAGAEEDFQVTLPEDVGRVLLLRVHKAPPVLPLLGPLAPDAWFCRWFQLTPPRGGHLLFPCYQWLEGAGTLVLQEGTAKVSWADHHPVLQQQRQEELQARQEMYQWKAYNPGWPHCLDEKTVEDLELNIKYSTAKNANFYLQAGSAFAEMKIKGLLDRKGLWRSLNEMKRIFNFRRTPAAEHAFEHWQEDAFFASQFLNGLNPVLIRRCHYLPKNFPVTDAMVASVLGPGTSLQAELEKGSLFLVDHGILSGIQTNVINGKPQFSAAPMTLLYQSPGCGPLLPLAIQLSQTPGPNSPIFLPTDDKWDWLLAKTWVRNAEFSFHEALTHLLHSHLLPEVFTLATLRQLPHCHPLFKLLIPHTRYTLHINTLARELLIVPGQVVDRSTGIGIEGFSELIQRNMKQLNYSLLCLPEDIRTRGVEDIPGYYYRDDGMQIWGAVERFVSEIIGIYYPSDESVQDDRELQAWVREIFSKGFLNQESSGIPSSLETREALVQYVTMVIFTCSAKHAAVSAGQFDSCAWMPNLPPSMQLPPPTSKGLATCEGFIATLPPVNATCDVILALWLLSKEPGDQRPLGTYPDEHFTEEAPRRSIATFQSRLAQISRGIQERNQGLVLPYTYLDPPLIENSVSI
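Enzyme 50 nM, AA 45 uM, 25 mM Hepes pH 7.5 + 0.01% Triton X-100; cpd preinc 15 min RT, rxn 90 min RT; stop/detect with 200 uM XO + 300 uM Fe(II) in 50 mM H2SO4, 30 min; A573/A405.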
ALOX12 inhib: qHTS Assay for Inhibitors of 12-hLO (12-human lipoxygenase) | purified 12-hLO, xylenol orange hydroperoxide absorbance | Polyunsaturated fatty acid lipoxygenase ALOX12 (Homo sapiens), P18054 | 150,000 compounds, 0.12% hits | AID 1452, 2008 | Potency, µM (doses to about 57.1 µM), for the others: at the top dose activity change, negative = inhibition, hits mostly inhibitors; further: potency means the concentration at half of the fitted maximal effect; nearly all actives have a fitted effect of over 55% in size; many of its hits are not listed in these tables
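150 nM 12hLO, 25 mM Hepes pH 7.0 + 0.01% Triton X-100; cpd preinc 15 min RT; 40 uM arachidonic acid, 30 min RT; Fe-XO 30 min; A573/A405 ratio as read-out.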
IMPase inh: qHTS Assay for Identifying the Cell-Membrane Permeable IMPase Inhibitors; Inositol monophosphatase 1 (Rattus norvegicus), P97697; CHO-M1 cells, IP1 accumulation, HTRF TR-FRET ratio; inhibition (IP1 accumulation), % at 46.1 µM; 120,000 tested, under 10 active; active means well fitted curve in the direction sought with a large enough effect in the signal ratio, not every such curve was filed as active; inconclusive means small, poorly fitted or top-dose-only effect, or a change in a side signal; inactive means no such curve, though single readings can be large or run the other way; the % refers to the signal ratio;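 further: cells stimulated with carbachol in lithium chloride buffer; plate controls were DMSO basal wells for no effect and reference inhibitor wells for full effect; higher means more IMPase inhibition seen as more IP1 and lower FRET ratio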
Target sequence (P97697 whole entry, looked up): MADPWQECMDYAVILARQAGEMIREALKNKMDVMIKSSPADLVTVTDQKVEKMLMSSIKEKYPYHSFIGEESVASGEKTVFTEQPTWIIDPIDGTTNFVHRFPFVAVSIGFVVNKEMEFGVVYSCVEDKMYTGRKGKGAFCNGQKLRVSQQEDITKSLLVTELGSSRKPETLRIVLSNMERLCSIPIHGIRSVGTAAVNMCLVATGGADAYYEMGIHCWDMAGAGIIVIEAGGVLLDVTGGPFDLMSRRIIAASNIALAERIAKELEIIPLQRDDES
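CHO-M1 cells (CHO stably expressing M1 receptor), compound up to 46 uM final, stimulated with carbachol (50 uM as added) in buffer with 50mM LiCl, pH 7.4, 30 min at 37C. Cytosolic IP1 read by TR-FRET; AC50 from Hill fits.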
The depositor's hits bear a star; u = inconclusive; x = not tested or not shown; [ ] = remark or other dose. Unless noted, the call rests on the fitted dose curve; in most records, active means well fitted curve in the direction sought with a large enough effect; inconclusive means small, poorly fitted or top-dose-only effect, or another doubt; inactive means no such curve, though single readings can be large; an effect the other way counts as inactive or inconclusive. Unless noted, on the % scale 0 is the no-effect control and ±100 the full control effect. An excerpt; rates above refer to the full screens.

#	PNC assembly inh	ALOX15B inhib	mol	ALOX12 inhib	IMPase inh
1	11	0%	Cc1cccc(NC(=O)c2ccccc2C(=O)O)c1	3%	-1
2	-2	-1%	Cc1cc(NC(=O)CCC(=O)N(C2CC2)C2(C(=O)NC3CCCC3)CCC(C)CC2)no1 (configuration not stated)	6%	-5
3	u	-17%	CCOCc1nnc(NC(=O)CSc2ccccc2)s1	1%	6
4	-84*	2%	Cc1ccc(CS(=O)(=O)CCC(=O)NCC2CCCO2)cc1 (configuration not stated)	-1%	-8
5	-117*	20%	O=c1cc(-c2ccccc2)nc2nc(-c3ccco3)[nH]n12	-1%	3
6	-12	x	O=C(c1ccccc1)N1CCCCC(Sc2nnnn2-c2ccccc2)C1=O (configuration not stated)	5%	-7
7	u	-7%	CN(C)C(=O)c1ccc(COc2ccccc2Br)o1	3%	-1
8	26	x	Cc1cc(C(=O)OC(C(=O)Nc2ccc(C)c(Cl)c2)c2ccccc2)c(C)o1 (configuration not stated)	-3%	0
9	-8	1%	CCOC(=O)CNC(=O)CSc1nc(C)cc(C)c1C#N	1%	0
10	u	x	CCOc1cc(NC(=S)NCc2ccco2)c(OCC)cc1NC(=O)C1CC1	0%	2
11	-19	1%	COc1ccc(N2CCN(Cc3nc4c(c(=O)n(C)c(=O)n4C)n3Cc3cccc(C)c3)CC2)cc1	4%	4
12	u	x	COc1ccc2nc(Cl)c(C3CC(c4ccco4)=NN3C(=O)CCC(=O)O)cc2c1 (configuration not stated)	-5%	x
13	u	-1%	COc1ccc(NC(=O)c2oc3ccccc3c2NC(=O)c2ccc3c(c2)OCO3)cc1	-7%	18
14	40	3%	Cc1ccc(-c2nc3ncccc3o2)cc1NC(=O)c1sc2ccccc2c1Cl	-4%	3
15	-6	-2%	CCCN(CC(=O)c1cc(C)n(C)c1C)S(=O)(=O)c1cccc(C(F)(F)F)c1	-9%	-2
16	-24	-5%	CC(C)N(C(=O)CSc1nc2c([nH]1)c(=O)n(C)c(=O)n2C)c1ccccc1	2%	21
17	30	-7%	CC(C)CNC(=S)NNC(=O)c1ccc2c(c1)OCO2	-3%	-2
18	x	-5%[11.4 µM]	O=C1c2ccccc2-c2ccc(NC(=O)[C@H]3CCCC[C@@H]3C(=O)O)cc21	-4%[11.4 µM]	x
19	-16	x	Cc1ccccc1N1CCN(CCCCN2C(=O)C3CCCN3C2=O)CC1 (configuration not stated)	-1%	x
20	-1	23%	CCn1cc(C(=O)N2CC=C(c3ccccc3)CC2)c(=O)c2ccc(C)nc21	-8%	-1
21	71	x	Cc1ccc(C(=O)N/C(=C\c2ccco2)C(=O)NCCCn2ccnc2)cc1	3%	x
22	1	x	O=[N+]([O-])c1ccccc1CSc1nc2ccccc2o1	0%	x
23	23	5%	Cc1ccc(S(=O)(=O)N(CCCO)Cc2cc3c(C)ccc(C)c3[nH]c2=O)cc1	-3%	3
24	-24	26%	c1ccc(-c2cc(CSc3nc4ccccc4[nH]3)on2)cc1	5%	5
25	-8	x	O=C(Nc1ccccc1-c1ccccc1)C(c1ccccc1)c1ccccc1	0%	x
26	x	-3%[25.6 µM]	CC1(C)O[C@@H]2C[C@H]3[C@H]4C[C@H](F)C5=CC(=O)C=C[C@@]5(C)[C@@H]4[C@H](O)C[C@]3(C)[C@]2(C(=O)CO)O1	-2%[25.6 µM]	3[20.6 µM]
27	-13	0%	COc1cccc(-c2nn(C)c3sc(C(=O)N4CCOCC4)cc23)c1	1%	6
28	10	x	CC(=O)N1CCN(CC(=O)Nc2ccc3c(c2)CCC3)CC1	2%	x
29	x	-1%	COc1ccc(Oc2ncc3nc(-c4ccc(F)cc4)c(=O)n(C)c3n2)cc1	8%	x
30	25	1%	CCn1c(SCC(=O)c2ccc(OC)cc2)nnc1C1CC1	-3%	1
31	u	x	Cc1nnc(SCC(=O)Nc2cc(C(C)(C)C)nn2-c2ccccc2)s1	-7%	x
32	u	-5%	COc1ccc(NC(=O)CCNC(=O)Cn2ccc3ccccc3c2=O)c(OC)c1	0%	11
33	-29	x	Cn1c(=O)c2c(nc(-c3ccccc3)n2C)n(Cc2ccccc2)c1=O	-4%	x
34	26	-1%	CCn1c(CSc2nc(C)cc(C)n2)nnc1SCC(=O)N1CCCc2ccccc21	4%	u
35	u	1%	CCOC(=O)c1sc(C)c2c(=O)n(CCCN3CCOCC3)cnc12	29%	-2
36	40	x	Cc1cc(NC(=O)COC(=O)c2oc3c(ccc4ccccc43)c2C)no1	1%	x
37	22	x	CN/C(=C/[N+](=O)[O-])NCCSCc1ccc(CN(C)C)o1	-1%	x
38	26	0%	CCn1nc(C(=O)Nc2cccc3ccccc23)c(Cl)c1Cl	-3%	9
39	-29	0%	O=C(CSc1ncn[nH]1)NCCc1ccccc1	-1%	-1
40	u	x	O=C(CNS(=O)(=O)c1ccccc1)OCC(=O)c1ccc([N+](=O)[O-])cc1	-7%	x
41	-7	1%	CCC(C)c1ccc(NC(=O)COC(=O)C2=COCCO2)cc1 (configuration not stated)	2%	-2
42	u	x	O=C(CSc1ncn[nH]1)Nc1c(Br)cc([N+](=O)[O-])cc1Br	1%	-2
43	u	x	CCC1CCc2c([nH]c3ccccc3c2=O)O1 (configuration not stated)	0%	x
44	u	-6%	Cc1ccc(C(C)C)c(OCc2nnc(SCC(=O)Nc3nccs3)n2C)c1	-3%	4
45	u	-4%	O=C(CSc1nnnn1-c1ccccc1)Nc1ncc2c(n1)CC(c1ccccc1)CC2=O (configuration not stated)	9%	1
46	19	-1%	Cc1cc(C(=O)N2CCc3ccccc32)c2cc(F)ccc2n1	-3%	13
47	-16	0%	CCOC(=O)c1c(C)cc(C)n2c1nc1ccccc12	8%	-2
48	-3	-3%	O=C(CSc1nc2ccc(Cl)cc2[nH]1)NCc1ccco1	-4%	2
49	u	-2%	CCOC(=O)/C=C1\SCC(=O)N1CC(=O)Nc1ccc(OC)c(OC)c1	1%	1
50	39	1%	COc1cccc(/C=N\Nc2nncc(-c3ccccc3)n2)c1	2%	-5
51	66	-5%	Cc1occc1-c1nnc(SCC(=O)c2ccccc2)n1CC1CCCO1 (configuration not stated)	-3%	-3
52	9	1%	COc1ccc(-c2noc(C3CCCN(S(=O)(=O)c4ccc(C)c(Cl)c4)C3)n2)cc1OC (configuration not stated)	-3%	18
53	-26	3%	COc1cccc(NC(=O)C2c3cc(OC)c(OC)cc3C(=O)N(C)C2c2cccnc2)c1 (configuration not stated)	5%	5
54	33	-7%	CCOC(=O)CCc1c(C)c2ccc(OCc3cc([N+](=O)[O-])ccc3OC)cc2oc1=O	0%	-8
55	10	-3%	O=C(CN1CCC2(CC1)OCCO2)c1ccc2cc[nH]c2c1	-2%	2
56	-4	x	Cc1sc2nc3n(c(=O)c2c1C)CCCCC3	-2%	u
57	61	x	O=C1C2C3C=CC(CC3)C2C(=O)N1c1nccs1 (configuration not stated)	1%	x
58	u	x	C=CCSc1nc2ccccc2n1S(=O)(=O)c1ccc(C)cc1	4%	15
59	u	x	Cc1cc(C)cc(N2CN=C3SCC(=O)N3C2)c1	4%	x
60	24	-1%	Cc1ccc(C(=O)N(Cc2ccc3c(c2)OCO3)Cc2nc3ccccc3c(=O)[nH]2)cc1	-9%	3

(list continues)
#	PNC assembly inh	ALOX15B inhib	mol	ALOX12 inhib	IMPase inh
61	u	4%	CSCC[C@H](NC(=O)c1ccc(Cl)c(S(=O)(=O)N2CCCC2)c1)c1nc2ccccc2[nH]1	18µM*	-6
62	-3	x	COc1cccc(CN(C(=O)Cc2c[nH]c3ccccc23)C(C(=O)NC2CCCCC2)c2ccc(C)o2)c1 (configuration not stated)	-8%	-3
63	u	-3%	Cc1nc(SCC(=O)N2c3ccccc3Sc3ccccc32)n[nH]1	-4%	5
64	-2	0%	CCOC(=O)c1ccccc1NC(=O)c1nc2nccc(C)n2n1	0%	4
65	15	-15%	CCN(C(=O)CSc1nc2ccccc2n1CCc1ccccc1)C1CCS(=O)(=O)C1 (configuration not stated)	5%	1
66	u	8%	CC(C)(C)NC(=O)c1nc2ccccc2s1	-3%	5
67	u	0%	CCOc1ccccc1OCCCC(=O)N1CCN(S(=O)(=O)c2cccc(F)c2)CC1	-8%	8
68	3	-3%	N#Cc1c(N2CCN(C(=O)c3ccccc3)CC2)nc(-c2ccccc2)c2c1CCCC2	3%	11
69	34	15%	N=c1c2c(-c3ccccc3)c(-c3ccccc3)oc2ncn1Cc1ccco1	2%	11
70	-24	x	Clc1ccc(C2=NNC(=NCC3CCCO3)SC2)cc1 (configuration not stated)	-21%	19
71	u	x	O=C(CSc1nc(-c2ccccc2Cl)ns1)c1ccc(Cl)cc1	-4%	-6
72	u	6%	CCOC(=O)c1[nH]c2ccc(OC)cc2c1NC(=O)CCN1CCCC(C)C1 (configuration not stated)	3%	15
73	-26	-3%	CCCCOC(=O)CCc1nc2ccccc2[nH]c1=O	-2%	-8
74	u	-8%	Cn1c(SCc2c(Cl)cccc2Cl)nc(C(F)(F)F)cc1=O	-2%	u
75	10	x	Cc1ccc(SCCNC(=O)/C=C/c2ccc([N+](=O)[O-])cc2)cc1	-7%	x
76	-11	1%	CC(C)Cc1cc(C(=O)Nc2ccc(F)cc2F)no1	-3%	15
77	3	13%	Cn1c(NCCCO)nc2c(c1=O)C1(CCCCC1)Cc1ccccc1-2	-6%	-1
78	1	-2%	O=C(CN(C(=O)CNC(=O)c1ccco1)c1ccc(Cl)c(Cl)c1)NC1CCCCC1	-2%	8
79	-26	1%	CCN1CCN(C(=S)Nc2ccccc2Cl)CC1	-5%	-2
80	18	3%	C=CCc1ccc(OCC(O)COCC)c(OC)c1 (configuration not stated)	0%	-8
81	u	-3%	CCC(=O)c1ccc(OCc2ccc(C(=O)OC)o2)c(OC)c1	-12%	1
82	57	-10%	O=C(Nc1ccc(NC(=O)c2sc3ccccc3c2Cl)cc1Cl)c1ccco1	4%	-13
83	-27	-9%	CCOc1ccc(C2=Nn3cnnc3SC2)cc1	-5%	3
84	-2	6%	CSc1ccccc1C(=O)Nc1ncc(C)s1	-5%	1
85	39	-4%	O=C(NCC1CCCO1)c1onc(CSc2ccc(F)cc2)c1C(=O)O (configuration not stated)	3%	-1
86	42	-5%	CCOC(=O)c1cccc(NC(=O)c2cc3sccc3n2C)c1	-4%	6
87	61	x	CCC(C)(C(=O)NC1CCCCC1)N(Cc1cccs1)C(=O)CC1NC(=O)NC1=O (configuration not stated)	-2%	-6
88	20	-5%	CCSc1nnc([C@H](Cc2c[nH]c3ccccc23)NC(=O)OC(C)(C)C)o1	-4%	1

Record cards, from the list above.
Listed for CCC(C)(C(=O)NC1CCCCC1)N(Cc1cccs1)C(=O)CC1NC(=O)NC1=O (configuration not stated) → PNC assembly inh: 61; ALOX15B inhib: x; ALOX12 inhib: -2%; IMPase inh: -6
Listed for O=C(CSc1nc(-c2ccccc2Cl)ns1)c1ccc(Cl)cc1 → PNC assembly inh: u; ALOX15B inhib: x; ALOX12 inhib: -4%; IMPase inh: -6
Listed for COc1cccc(CN(C(=O)Cc2c[nH]c3ccccc23)C(C(=O)NC2CCCCC2)c2ccc(C)o2)c1 (configuration not stated) → PNC assembly inh: -3; ALOX15B inhib: x; ALOX12 inhib: -8%; IMPase inh: -3

Entries by screen from the entries so far:
ALOX15B inhib, nos. 81 to 85 → -3%, -10%, -9%, 6%, -4%
PNC assembly inh, nos. 81 to 85 → u, 57, -27, -2, 39
